# Screens (PubChem BioAssay)
# PI5P4K alpha inh = qHTS for Inhibitors of phosphatidylinositol 5-phosphate 4-kinase (PI5P4K); PI5P4Kalpha enzyme, ADP-Glo luminescence, 60 min; hits give low values; max response, %; hit rate 1.2% among 330,000; active means max response of -50% or lower; inconclusive means between -30% and -50%; inactive means -30% or higher; further: value at the top dose of about 77 µM; on the % scale 0 is the no-effect control and ±100 the full control effect
# Target sequence (P48426 whole entry, looked up): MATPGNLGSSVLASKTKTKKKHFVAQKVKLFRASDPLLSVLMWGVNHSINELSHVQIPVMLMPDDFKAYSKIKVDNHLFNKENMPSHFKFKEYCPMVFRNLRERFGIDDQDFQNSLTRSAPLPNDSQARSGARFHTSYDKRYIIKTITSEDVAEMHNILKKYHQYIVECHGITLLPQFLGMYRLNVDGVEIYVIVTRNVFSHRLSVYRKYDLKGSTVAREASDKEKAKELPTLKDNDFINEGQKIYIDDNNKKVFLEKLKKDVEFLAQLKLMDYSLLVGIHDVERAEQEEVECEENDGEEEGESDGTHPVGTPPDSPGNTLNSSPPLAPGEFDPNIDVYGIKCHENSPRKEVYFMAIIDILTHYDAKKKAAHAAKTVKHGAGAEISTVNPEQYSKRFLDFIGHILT
#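 Quantitative HTS of the MLSMR library against PI5P4Kalpha with substrate. ATP added last at 5 microM final; room temperature, 60 minutes. Remaining ATP depleted, ADP converted and read as luminescence.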
# PLK1 PBD block = qHTS for Inhibitors of PLK1-PDB (polo-like kinase 1 - polo-box domain): Primary Screen; Potency, µM, without a hit: max response, negative = inhibition, hits mostly inhibitors; hit rate 2.8% among 360,000; Serine/threonine-protein kinase PLK1 (Homo sapiens), P53350; Plk1 PBD binding of FITC phosphopeptide, fluorescence polarization; AID 720504, 2013; further: potency means the concentration at half of the fitted maximal effect; series mostly up to about 57 µM; on the % scale 0 is the no-effect control and ±100 the full control effect; nearly all actives have a fitted effect of over 65% in size
# Target sequence (P53350 whole entry, looked up, the tested form may be a part): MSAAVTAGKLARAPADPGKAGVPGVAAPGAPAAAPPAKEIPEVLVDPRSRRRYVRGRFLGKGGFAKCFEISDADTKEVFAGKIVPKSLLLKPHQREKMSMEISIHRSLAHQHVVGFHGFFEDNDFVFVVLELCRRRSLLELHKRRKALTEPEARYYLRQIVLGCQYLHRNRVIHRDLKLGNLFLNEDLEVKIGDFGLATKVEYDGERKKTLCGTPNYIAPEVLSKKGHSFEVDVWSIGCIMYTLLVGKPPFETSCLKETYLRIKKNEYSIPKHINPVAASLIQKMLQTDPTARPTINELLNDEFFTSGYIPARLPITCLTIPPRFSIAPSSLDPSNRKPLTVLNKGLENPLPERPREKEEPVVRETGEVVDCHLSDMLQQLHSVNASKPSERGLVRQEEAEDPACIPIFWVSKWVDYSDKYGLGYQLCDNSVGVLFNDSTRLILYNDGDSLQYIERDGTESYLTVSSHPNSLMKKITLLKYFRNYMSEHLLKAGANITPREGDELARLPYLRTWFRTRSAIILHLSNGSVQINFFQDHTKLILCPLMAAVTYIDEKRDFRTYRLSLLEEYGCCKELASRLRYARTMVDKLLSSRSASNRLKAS
# CCT modulator = High-Throughput Screening for Modulators of Cytosolic Chaperonin Activity | purified chaperonin ATPase assay, HTRF ADP detection, 30 min | activity change, % (test concentration not listed), hits read low | hit rate 0.3% among 360,000 | AID 651819, 2012; in the data active means activity change below about -30%; further: on the % scale 0 is the no-effect control and ±100 the full control effect
#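 Enzyme 40 or 20 nM (batch-dependent) in Tris pH 7.4/KCl/MgCl2/DTT; cpd 76 uM single point; ATP 10 uM; 30 min 37 °C; Transcreener ADP HTRF detection, 30 min RT; ratio 665/615.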
# EPAC1 agonist = qHTS for Agonist of cAMP-regulated guanine nucleotide exchange factor 3 (EPAC1): primary screen; Rap guanine nucleotide exchange factor 3 (Homo sapiens), O95398; Potency, µM (highest dose often 154 µM), for the others: at the top dose activation, most hits filed as activators; EPAC1 agonist qHTS, biochemical assay; response scale: 100% = response to 6.5 mM cAMP; AID 720707, 2013; hit rate 0.073% among 360,000; further: potency means the concentration at half of the fitted maximal effect; nearly all actives have a fitted effect of over 60% in size
#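 Normalized to 6.5 mM cAMP, activity reflects EPAC1-catalysed release of BODIPY-GDP from Rap1B, followed kinetically over 30 min at 480 nm excitation, 540 nm emission. Reaction contained 100 nM EPAC1, 250 nM Rap1B-BODIPY-GDP, 50 uM GDP.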
# Mm-Cpn inhibitor = Inhibitors of TCP-1 ring complex (TRiC) of Methanococcus maripaludis (MmCpn): qHTS | purified Mm-Cpn ATPase, ADP Transcreener TR-FRET | Potency, µM (highest dose often 76.9 µM), for inactives: at the top dose activity, negative = inhibition, most hits filed as inhibitors | hit rate 0.031% among 330,000 | AID 504842, 2011; further: potency means the concentration at half of the fitted maximal effect; on the % scale 0 is the no-effect control and ±100 the full control effect; nearly all actives have a fitted effect of over 80% in size
#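 Eu-cryptate anti-ADP/ADP-d2 competition gives a ratio inversely related to ADP. Enzyme at 25 nM was pre-exposed to compound for 10 min, then given 10 uM ATP for 30 min, 37°C throughout.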
# EPAC1 antag = qHTS for Antagonist of cAMP-regulated guanine nucleotide exchange factor 3 (EPAC1): primary screen | Potency, µM (top dose mostly 115 µM), without a hit: at the top dose activity change, negative = inhibition, most hits filed as inhibitors | EPAC1 GEF assay, Rap1b-BODIPY-GDP exchange fluorescence | Rap guanine nucleotide exchange factor 3 (Homo sapiens), O95398 | hit rate 0.14% among 360,000;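 further: potency means the concentration at half of the fitted maximal effect; plate controls were vehicle for no effect and positive control for full effect; nearly all actives have a fitted effect of over 50% in size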
# EPAC2 antagonist = qHTS for Antagonist of cAMP-regulated guanine nucleotide exchange factor 2 (EPAC2): primary screen | Rap guanine nucleotide exchange factor 4 (Homo sapiens), Q8WZA2 | EPAC2 GEF exchange of Rap1B-BODIPY-GDP, fluorescence | Potency, µM (doses to about 114 µM), for inactives: at the highest dose activity, negative = inhibition, most hits filed as inhibitors | hit rate 0.18% among 360,000; further: potency means the concentration at half of the fitted maximal effect; on the % scale 0 is the no-effect control and ±100 the full control effect; nearly all actives have a fitted effect of over 45% in size; many of its hits are not listed in these tables
# WRN inhibitor = qHTS for Inhibitors of WRN Helicase; Bifunctional 3'-5' exonuclease/ATP-dependent helicase WRN (Homo sapiens), Q14191; hit rate 0.46% among 360,000; Potency, µM (doses to about 114 µM), for the others: at the highest dose activity change, negative = inhibition, usual class: inhibitors; WRN helicase unwinding, fluorescent forked duplex, kinetic; AID 651768, 2012; further: potency means the concentration at half of the fitted maximal effect; on the % scale 0 is the no-effect control and ±100 the full control effect; nearly all actives have a fitted effect of over 55% in size
#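 Screening of the MLSMR collection measured strand separation of a quenched forked DNA duplex (100 nM) by 20 nM WRN with 2 mM ATP, all final. Compounds were preincubated with enzyme 15 min at room temperature.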
# An asterisk follows results filed as active; ? = inconclusive; . = not tested or not shown; & = joins results of further samples; [ ] = remark or other dose. Unless noted, the call rests on the fitted dose curve; in most records, active means well fitted curve in the direction sought with a large enough effect; inconclusive means small, poorly fitted or top-dose-only effect, or another doubt; inactive means no such curve, though single readings can be large; an effect the other way counts as inactive or inconclusive.
SMILES,PI5P4K alpha inh,PLK1 PBD block,CCT modulator,EPAC1 agonist,Mm-Cpn inhibitor,EPAC1 antag,EPAC2 antagonist,WRN inhibitor
CC(=O)C[C@@H]1OC[C@H](C(C)C)N1S(=O)(=O)c1ccc(C)cc1,-3,1%,.,6%,.,17%,-21%,1%
CC(=O)NS(=O)(=O)c1ccc(NC(=O)COc2cccc3c2OC(C)(C)C3)cc1,-7,-4%,-4.4,2%,3%,0%,24%,5%
CCOc1ccc(S(=O)(=O)N(CC)CC(=O)NCc2ccccn2)cc1C,2,-9%,1.9,-13%,1%,-2%,10%,-6%
CCOc1ccc(CNC(=O)CCCn2nc(CC)n3c(cc4occc43)c2=O)cc1,0,-6%,1.1,4%,1%,-13%,-1%,-5%
COc1ccc(-c2onc(C)c2-c2ccc3c(c2)OCCO3)c(O)c1,-9,-4%,0.4,14%,2%,-11%,-20%,-11%
CCCCN(C(=O)C1CCCC1)c1c(N)n(CCC)c(=O)[nH]c1=O,-1,-5%,-0.1,0%,2%,-3%,13%,-2%
COc1cccc(CN2CCCC(C(=O)c3ccc4c(c3)OCO4)C2)c1O (stereo not given),-2,1%,0.6,-8%,3%,-9%,-3%,6%
O=C(c1ccc(Cl)s1)N1CCOCC1,.,-9%,-3.3,4%,-1%,-1%,-1%,-1%
CCNC(=O)N1CCNC(=O)C1CC(=O)Nc1ccc(C(=O)OCC)cc1 (stereo not given),6,-2%,3.4,6%,.,-2%,-2%,-12%
CCOC(=O)C1CCCN(Cc2cc(=O)oc3cc(C)ccc23)C1 (stereo not given),-2,?,-1.7,10%,1%,6%,-10%,-1%
Cc1cc(NC(=O)COC(=O)C2CC(=O)N(c3ccccc3)C2)no1 (stereo not given),-11,-7%,-1.7,5%,-2%,1%,1%,-3%
C=CC[C@]12C[C@@H](OC)C(=O)C=C1O[C@@H](c1ccc(OC)c(OC)c1)[C@H]2C,1,-5%,-2.7,-27%,.,-9%,-4%,4%
COc1ccc(OCC(=O)OC2CCCN(C)C2)cc1 (stereo not given),1,0%,-1.0,2%,2%,6%,4%,-1%
CC(C)C(C(=O)NCC1CCCO1)N(CC1CCCO1)C(=O)CNS(=O)(=O)c1ccccc1 (stereo not given),-6,-18%,0.1,6%,1%,1%,-10%,7%
N#C/C(=C(/O)CSc1ncn[nH]1)c1nc2ccccc2[nH]1,?,-3%,0.6,-8%,-1%,14%,4%,-28%[11.6 µM]
O=C(N/N=C/c1ccc2c(c1)OCO2)c1cc(-c2ccncc2)nc2ccccc12,2,2%,-3.0,4%,1%,-11%,5%,-9%
Cc1ccc(NC(=O)C(=O)NCC2CCCN2S(=O)(=O)c2cccs2)cc1 (stereo not given),1,0%,-1.4,3%,-3%,0%,13%,-1%
Cc1cc(C(F)(F)F)nn2cnnc12,0,-1%,-1.1,6%,-2%,-15%,-2%,-6%
O=C(CSc1ccc2nnc(CCNC(=O)c3ccccc3)n2n1)Nc1ccccc1,-1,-17%,0.5,9%,2%,-15%,-7%,-1%
CN(CC(=O)Nc1ccc(Cl)cc1)CC(=O)Nc1ccc(C(N)=O)cc1,4,2%,-2.7,3%,-1%,-8%,5%,-2%
CC(=O)c1cc2c(=O)c3ccccc3oc2nc1C,-7,-1%,-1.2,3%,.,6%,-2%,-3%
CCOC(=O)c1sc(NNC(=O)c2ccc(F)cc2)nc1C,11,-3%,-2.8,2%,-2%,-14%,-5%,-1%
O=C(O)CCCCCNS(=O)(=O)c1ccc2c(c1)OCCO2,-3,2%,-3.7,2%,-3%,9%,5%,7%
c1ccc(-n2ncc3c(N4CCCC4)ncnc32)cc1,0,-2%,-0.9,6%,0%,11%,3%,-1%
O=C(Cc1coc2ccc3ccccc3c12)Nc1nnc(C2CC2)s1,9,-5%,-4.3,12%,-8%,-1%,4%,-10%
CC[C@@H]1CC2=C(C(=O)OC(C)(C)O2)[C@H](c2ccc(Cl)cc2)O1,6,3%,1.2,1%,.,-4%,-10%,-7%
Cc1cc(C)c(NC(=S)NC(=O)c2ccccc2)cc1C,4,-42%,-0.1,4%,.,-13%,2%,-3%
CCCN(C(=O)C1CCCN(c2ncnc3c2nc2n3CCCCC2)C1)c1ccc(F)cc1 (stereo not given),-4,?,0.8,5%,0%,1%,-8%,-2%
COc1ccc(NC(=O)N2CCC(C(=O)c3ccc(F)cc3)CC2)cc1,1,-1%,0.0,-3%,0%,7%,7%,1%
Cc1[nH]c2ccccc2c1C(=O)COC(=O)c1ccc2c(=O)n3c(nc2c1)CCC3,-1,-1%,-0.2,0%,1%,-10%,1%,-2%
CNC(=O)NC(=O)CSc1nc(-c2cccs2)c(C#N)c(=O)[nH]1,-7,-8%,2.1,11%,-29%,-1%,-3%,-8%
Cc1cc(C)c2cc(C(=O)Nc3ccc(C)c(F)c3)[nH]c2c1,0,-14%,3.0,1%,-3%,-1%,1%,-6%
Cc1c(NC(=O)CN2CCCc3ccccc32)c(=O)n(-c2ccccc2)n1C,-2,4%&-7%,2.1,8%,0%,38%[activator],21%,4%
N#C/C(=C\c1ccc[nH]1)C(=O)Nc1ccccc1[N+](=O)[O-],-65*,-8%,0.9,10%,1%,-5%,-1%,-15%
CC1(C)CC(=O)C=C(c2cccc(Cl)c2O)C1,0,4%,-0.7,6%,-1%,-27%,-1%,-4%
O=C1N/C(=N\N=C\c2ccc3ncccc3c2)SC1Cc1ccc(SC(F)F)cc1 (stereo not given),.,-9%,-3.1,5%,1%,5%,8%,9%

# 3 entries from above, tab-delimited:
compound	PI5P4K alpha inh	PLK1 PBD block	CCT modulator	EPAC1 agonist	Mm-Cpn inhibitor	EPAC1 antag	EPAC2 antagonist	WRN inhibitor
Cc1cc(C)c2cc(C(=O)Nc3ccc(C)c(F)c3)[nH]c2c1	0	-14%	3.0	1%	-3%	-1%	1%	-6%
N#C/C(=C\c1ccc[nH]1)C(=O)Nc1ccccc1[N+](=O)[O-]	-65*	-8%	0.9	10%	1%	-5%	-1%	-15%
O=C1N/C(=N\N=C\c2ccc3ncccc3c2)SC1Cc1ccc(SC(F)F)cc1 (stereo not given)	.	-9%	-3.1	5%	1%	5%	8%	9%

# The results go on.
SMILES,PI5P4K alpha inh,PLK1 PBD block,CCT modulator,EPAC1 agonist,Mm-Cpn inhibitor,EPAC1 antag,EPAC2 antagonist,WRN inhibitor
CN(C)C(=S)Nc1cccc(-c2n[nH]c(=S)o2)c1,-21,-21%,-1.8,0%,-27%,1%,6%,-4%
O=C1CCC(=O)N1CC(=O)N(c1ccccc1)c1ccccc1,8,-12%,-0.4,-1%,-2%,5%,5%,-3%
CCOc1cc(C(=O)OC(C)C(=O)Nc2ccc(S(N)(=O)=O)cc2)ccc1OCC(=O)N1CCOCC1 (stereo not given),-1,-1%,-2.9,5%,0%,3%,4%,-7%
CC1(C)OC(=O)C(=CNc2cccc(O)c2)C(=O)O1,.,0%,2.2,4%,-2%,0%,2%,-5%
CCN1CCCC1CNC(=O)c1ccc2c(c1)NC(=O)/C(=C\c1ccc(C)cc1)S2 (stereo not given),-19,-14%,1.1,9%,0%,-2%,0%,-9%
CN(CCOCCOc1ccc2ccccc2c1)Cc1ccccc1,0,-6%,0.7,2%,0%,8%,6%,3%
CC/C(C)=N/Nc1nc2c(c(=O)[nH]c(=O)n2C)n1Cc1ccccc1,-25,-5%,1.0,?,0%,?,-5%,-3%[11.6 µM]
COc1cc(/C=N/NC(=O)CCn2c3ccccc3c3ccccc32)ccc1O,.,-5%,-1.2,?,1%,3%,-16%,-25%
CCC(C)n1c(SCC(=O)NC2CCCC2)nc2ccccc2c1=O (stereo not given),3,-3%,3.9,-13%,2%,-1%,-11%,-11%
COc1ccc(/C=C2/SC(=O)N(CCC(=O)Nc3ccc(S(=O)(=O)Nc4nccs4)cc3)C2=O)cc1,?,?,-2.3,-10%,-4%,50µM*,-1%,?
COc1ccc(C2CC(C(F)(F)F)n3nc(C(=O)O)c(Cl)c3N2)cc1OC (stereo not given),10,-1%,-1.7,3%,2%,1%,-9%,-22%[57.1 µM]
CCOC(=O)/C(C#N)=C/C1=C(N2CCCC2)CC(C)(CC)OC1 (stereo not given),-1,-3%,-1.7,3%,-6%,2%,0%,-2%[57.1 µM]
O=C(Cn1nc(-c2ccco2)ccc1=O)Nc1ccc(Br)cc1,-26,21µM*,0.4,-18%,-1%,11%,1%,2%[57.1 µM]
CC(=NNC(=S)N1CCCCC1)c1ccccn1,-6,?,-0.6,11%,.,?,7%,1%
CCCCCNC(=O)CSC1=N/C(=C\c2ccc(Cl)c(Cl)c2)C(=O)N1CC,2,-5%,-13,2%,?,19%,4%,5%
Cc1cc(C)c2nc(N3CCC(C(=O)N4CCN(c5ncccn5)CC4)CC3)sc2c1,.,-5%,1.9,-4%,-1%,8%,20%,-13%[57.1 µM]
O=[N+]([O-])c1cnccc1Nc1cccc(F)c1,3,-1%,-1.9,-3%,1%,12%,2%,-1%
CN(C)c1nc(N2CCOCC2)nc(N(c2ccccc2)c2ccccc2)n1,0,3%,-0.8,3%,0%,5%,-16%,3%
COc1ccc(-c2[nH]nc3c2C2(C(=O)N(CC(=O)O)c4ccccc42)C(C#N)=C(N)O3)cc1OC (stereo not given),0,-7%,-0.5,0%,-2%,13%,9%,-2%
C#CCCOC(=O)N1C2=NC(C(=O)OC)=C(C(=O)OC)[C@@H]3N(C)c4ccccc4[C@]23C[C@H]1C(=O)OC,3,1%,-2.7,-17%,1%,6%,21%,13%
CC12COC3(C(=O)NCCc4ccccc4)CC1CCC32C (stereo not given),-4,-8%,0.8,-8%,1%,-26%,6%,4%
CCN(c1ccc(OC)cc1)S(=O)(=O)c1nnc(NC(=O)COc2ccccc2)s1,-18,-6%,-1.3,-3%,3%,-16%,-3%,-4%
Cc1sc(NC(=O)/C=C/c2ccco2)c(C(=O)O)c1C,-3,-6%,1.5,-3%,-6%,-9%,4%,-15%
Cc1ccc(C)c(NC2=NC3(CCCCC3)N=C(N)N2)c1,.,-13%,-1.1,8%,0%,1%,2%,-3%

# Only part of the results is shown (hit frequency here may not be typical).
